# Screening results from PubChem BioAssay.
# ARFGAP1 inh – inhibitors of rat ARFGAP1 GAP activity, primary screen, biochemical, fluorescence polarization, GDP tracer; ADP-ribosylation factor GTPase-activating protein 1 (Rattus norvegicus), Q62848; inhibition, % at 16.5 µM; AID 651572, 2012; Arfgap1-stimulated ARF1 GTP hydrolysis, GDP FP detection; 360,000 compounds, 0.26% hits;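 active means inhibition above a per-plate limit, mean inhibition of low control wells plus 3 SD, cut at about 25% in these data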;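 further: 0% = DMSO wells with enzyme and 100% = wells lacking Arfgap1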
#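 Assay system: Rat Arfgap1 GAP domain (His6, aa 1-136), purified enzyme | Buffer or medium: HEPES 25 mM pH 7.5, NaCl 150 mM, MgCl2, DTT | Schedule: GTP hydrolysis reaction 2 h at 25 °C | Signal: FP of antibody-bound GDP Alexa 633 tracer, ex 620/em 688 nm | Measure: Percent inhibition of Arfgap1-stimulated GTP hydrolysis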
# ASAP1 inh – inhibitors of human ASAP1 ArfGAP activity, primary screen, biochemical, fluorescence polarization | ASAP1-stimulated ARF1 GTP hydrolysis, GDP FP detection | Arf-GAP with SH3 domain, ANK repeat and PH domain-containing protein 1 (Homo sapiens), … | inhibition, % at 16.5 µM | 360,000 compounds, 0.19% hits; in the data active means inhibition above about 25%;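 further: 0% = vehicle with enzyme and substrate and 100% = no enzyme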
# UHRF1 MBD2 ctr – UHRF1 methylated DNA binding inhibitors, primary screen, counter-screen for MBD2 inhibitor project, biochemical, TR-FRET, human UHRF1, single concentration | AID 687016, 2013 | E3 ubiquitin-protein ligase UHRF1 (Homo sapiens), Q96T88 | UHRF1 binding to methylated oligo | inhibition, % at 4.4 µM | 370,000 compounds, 0.75% hits; in the data active means inhibition above about 21%;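 further: UHRF1 SRA domain binding a hemimethylated CpG hairpin DNA probe; 0% = median of test compound wells and 100% = reference inhibitor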
# Target sequence (Q96T88 whole entry, looked up, the tested form may be a part): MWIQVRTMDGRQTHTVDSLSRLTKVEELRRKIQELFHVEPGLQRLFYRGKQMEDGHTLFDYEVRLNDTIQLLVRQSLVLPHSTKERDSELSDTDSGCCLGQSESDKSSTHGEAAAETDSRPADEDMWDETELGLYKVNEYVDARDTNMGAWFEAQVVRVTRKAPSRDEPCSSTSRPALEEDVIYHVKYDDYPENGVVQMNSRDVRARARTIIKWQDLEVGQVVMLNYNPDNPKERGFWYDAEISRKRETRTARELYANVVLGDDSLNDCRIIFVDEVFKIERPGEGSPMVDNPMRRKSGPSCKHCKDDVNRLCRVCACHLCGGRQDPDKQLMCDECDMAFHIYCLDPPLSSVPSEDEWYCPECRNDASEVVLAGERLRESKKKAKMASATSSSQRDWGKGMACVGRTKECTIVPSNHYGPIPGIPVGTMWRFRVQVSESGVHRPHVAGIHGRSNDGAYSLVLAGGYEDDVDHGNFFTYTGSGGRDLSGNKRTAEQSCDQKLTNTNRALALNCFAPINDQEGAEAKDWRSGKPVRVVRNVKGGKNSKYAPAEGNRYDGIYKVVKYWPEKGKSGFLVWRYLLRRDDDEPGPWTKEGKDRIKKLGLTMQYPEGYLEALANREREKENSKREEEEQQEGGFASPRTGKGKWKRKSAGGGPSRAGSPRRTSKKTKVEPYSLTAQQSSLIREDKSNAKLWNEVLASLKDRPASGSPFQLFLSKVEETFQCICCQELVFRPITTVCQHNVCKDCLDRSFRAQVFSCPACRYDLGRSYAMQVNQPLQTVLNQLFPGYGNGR
# ADAM17 inh – ADAM17 inhibitors, primary screen, biochemical, QFRET. Disintegrin and metalloproteinase domain-containing protein 17 (Homo sapiens), P78536. recombinant ADAM17, EDANS/DABCYL FRET peptide cleavage. inhibition, % at 6.95 µM. 370,000 compounds, 0.83% hits;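 active means inhibition above the mean of compounds lying between control limits plus 3 SD, set per campaign, cut at about 8.5% in these data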;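 further: 0% = DMSO-only wells as the low control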
# PLC-beta3 inh – human PLC-beta3 inhibitors, primary screen, biochemical, fluorescence. 1-phosphatidylinositol 4,5-bisphosphate phosphodiesterase beta-3 (Homo sapiens), Q01970. Purified PLC-beta3, fluorogenic substrate. inhibition, % at 12.2 µM. 370,000 compounds, 0.18% hits; in the data active means inhibition above about 11%;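 further: 0% = median of compound wells on plate and 100% = full blocker control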
# Tn7 DDE FP – inhibitors of Tn7 peptide binding to fibrin DD(E), primary screen, biochemical, fluorescence polarization, human fibrin, Tn7 probe | Fibrinogen beta chain (Homo sapiens), P02675 | FP displacement of FITC-Tn7 peptide from fibrin DD(E); 0% = median of compound wells per plate | inhibition, % at 8.3 µM | 370,000 compounds, 0.13% hits;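 active means inhibition above the mean of compounds falling within the control limits plus 3 SD of them, cut at about 14% in these data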;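 further: 0% = plate median of compound wells and 100% = 10 µM Aha-Tn7 peptide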
#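 Assay system: human fibrin DD(E). Input: DD(E) 2 µM final. Medium: Tris buffer with calcium and detergent, pH 7.8. Compound dosing: single point at 8.3 µM. Timing: 10 min plus 3 h, room temperature. Technique: fluorescence polarization of the labelled Tn7 tracer. Read-out: percent inhibition. Replicates: singlicate testing.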
# PLC-gamma1 inh – PLC-gamma1 enzyme inhibitors, primary screen, biochemical, fluorescence, purified enzyme. fluorogenic substrate. inhibition, % at 12.2 µM. AID 720700, 2013. 370,000 compounds, 0.84% hits. 1-phosphatidylinositol 4,5-bisphosphate phosphodiesterase gamma-1 (Homo sapiens), P19174; in the data active means inhibition above about 9.5%
# DDE Tn6 FP inh – inhibitors of Tn6 peptide binding to fibrin DD(E), primary screen, biochemical, fluorescence polarization, human fibrin, Tn6 probe | 370,000 compounds, 0.21% hits | Fibrin DD(E) TRITC-Tn6 fluorescence polarization displacement | inhibition, % at 8.3 µM | Fibrinogen beta chain (Homo sapiens), P02675 | AID 720509, 2013;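 active means inhibition above a per-campaign cutoff: mean of compounds within control limits plus 3 SD, cut at about 15% in these data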;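 further: 0% = median of all compound wells on the plate and 100% = blocking peptide control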
# MBD2 inh – inhibitors of MBD2 binding to methylated DNA, primary screen, biochemical, TR-FRET, DNA-binding domain, human | Methyl-CpG-binding domain protein 2 (Homo sapiens), Q9UBB5 | MBD2 binding to methylated oligonucleotide | inhibition, % at 4.4 µM | 370,000 compounds, 0.31% hits | AID 686964, 2013; in the data active means inhibition above about 13%
# proKLK7 act – proKLK7 zymogen activators, primary screen, biochemical, fluorescence intensity; activation, % at 7 µM; Kallikrein-7 (Homo sapiens), P49862; AID 652039, 2013; 370,000 compounds, 0.9% hits; purified proKLK7, EDANS-DABCYL substrate fluorescence; 100% is mature enzyme control, 0% vehicle;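 active means activation above the mean of all tested compounds plus 3 SD, computed per campaign excluding outliers beyond control limits, cut at about 13% in these data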
# * marks the source's active call; other numbers are inactive results.
SMILES,ARFGAP1 inh,ASAP1 inh,UHRF1 MBD2 ctr,ADAM17 inh,PLC-beta3 inh,Tn7 DDE FP,PLC-gamma1 inh,DDE Tn6 FP inh,MBD2 inh,proKLK7 act
Cc1ccc(S(=O)(=O)Nc2ccccc2C(=O)N2CCCCCC2)cc1,-8.0,4.7,-0.7,-4.1,-8.3,5.7,0.3,1.6,-5.4,-0.3
O=C(COc1cccnc1[N+](=O)[O-])Nc1ccccc1Sc1ccccc1,1.4,-4.2,-0.1,4.1,0.2,2.5,2.6,3.1,-2.2,0.3
O=C(NCCN1CCc2ccccc2C1)C1CC(=O)N(C2CCCC2)C1 (configuration not stated),-5.3,-3.1,3.2,2.8,-1.0,-8.6,3.3,-2.5,-1.3,-0.3
CC(C)(C)CN1C(=O)C(=O)NC[C@@H]1CC1CCCCC1,10.0,5.2,-1.7,-1.3,5.5,3.5,0.8,-2.1,-2.6,-0.5
Cc1nn(-c2ccccc2)c(Cl)c1/C=N/Nc1nc2ccccc2n1C,-0.7,-5.9,1.0,-1.4,0.1,4.9,1.2,5.3,-6.7,-0.3
O=C(Nc1cccc(Cl)c1)c1csc([C@H]2C[C@H](O)[C@@H](CO)O2)n1,0.5,-6.2,1.7,0.7,2.7,0.6,2.0,-4.4,1.6,-0.2
CCOC(=O)C1=CCC(c2cccc(C)c2)N(S(=O)(=O)c2ccc(C)cc2)C1 (configuration not stated),-1.7,-7.3,0.3,5.8,-2.9,1.3,-2.0,1.5,1.7,0.4
N#Cc1cccc(C(=O)C(=O)N2CCC(c3ccccc3)CC2)c1,10.8,11.2,0.1,6.2,1.4,6.7,0.9,2.5,-6.2,0.3
COc1ccccc1C(NC(=O)C1CCN(CCc2ccc(Br)cc2)CC1)c1ccccn1 (configuration not stated),3.3,4.9,4.3,0.0,0.4,-4.6,1.0,-6.0,2.2,0.7
Cc1nnc2sc(-c3ccc(-c4ccc(Cl)c(C(F)(F)F)c4)o3)nn12,5.6,-8.0,0.4,-124.9,-22.6,2.2,-17.0,-1.3,0.6,-2.3

# Gathered by group: the compounds so far with a Cl atom.
SMILES,ARFGAP1 inh,ASAP1 inh,UHRF1 MBD2 ctr,ADAM17 inh,PLC-beta3 inh,Tn7 DDE FP,PLC-gamma1 inh,DDE Tn6 FP inh,MBD2 inh,proKLK7 act
Cc1nn(-c2ccccc2)c(Cl)c1/C=N/Nc1nc2ccccc2n1C,-0.7,-5.9,1.0,-1.4,0.1,4.9,1.2,5.3,-6.7,-0.3
O=C(Nc1cccc(Cl)c1)c1csc([C@H]2C[C@H](O)[C@@H](CO)O2)n1,0.5,-6.2,1.7,0.7,2.7,0.6,2.0,-4.4,1.6,-0.2
Cc1nnc2sc(-c3ccc(-c4ccc(Cl)c(C(F)(F)F)c4)o3)nn12,5.6,-8.0,0.4,-124.9,-22.6,2.2,-17.0,-1.3,0.6,-2.3

# Next results
SMILES,ARFGAP1 inh,ASAP1 inh,UHRF1 MBD2 ctr,ADAM17 inh,PLC-beta3 inh,Tn7 DDE FP,PLC-gamma1 inh,DDE Tn6 FP inh,MBD2 inh,proKLK7 act
CCCCCNC(=O)C(c1cc2ccccc2o1)n1c(=O)c(-c2ccccc2)nc2ccccc21 (configuration not stated),2.3,-4.4,4.9,-10.3,-9.0,0.5,-4.8,4.1,2.5,-0.8
Cc1ccc(NCN2C(=O)C(=O)c3ccccc32)nc1,-7.8,-3.0,-4.6,-6.8,1.9,-9.6,-1.3,-4.4,-5.8,-0.4
O=C1C(C=Nc2ccc(F)cc2)=C(O)c2ccccc21,3.1,1.7,-3.6,1.7,1.3,-3.1,-1.9,4.7,-1.4,0.2
COc1cccc(CC2(CO)CCN(Cc3cnc(N4CCOCC4)s3)CC2)c1,6.9,-2.7,0.3,-2.0,0.6,1.0,0.5,-2.4,-4.0,0.0
COc1ccc(N(C(C)C(=O)N(C)Cc2ccccc2)S(C)(=O)=O)cc1 (configuration not stated),11.4,9.8,1.4,-1.1,-6.2,3.2,-3.1,2.1,-0.2,0.2
O=C(CSCc1ccccc1)N=Nc1c(O)[nH]c2ccccc12,4.6,-9.4,1.9,1.1,-2.3,7.1,-3.0,5.4,-8.9,0.1
CCc1cc(=O)oc2cc(OCC(=O)N3CCC[C@H]3C(=O)O)ccc12,12.0,7.5,-1.6,-62.5,-11.4,2.3,-11.2,2.1,-4.3,-1.1
CCOC(=O)C1(C)CCCN(C(=O)c2ccccc2F)C1 (configuration not stated),-6.0,-8.1,-0.6,-1.4,2.0,1.2,0.5,3.3,-5.5,0.8
Cc1cc(NC(=O)COC(=O)c2ccc(F)c(S(=O)(=O)N3CCOCC3)c2)no1,4.9,1.0,1.3,3.2,11.6*,-2.9,7.6,-0.3,-6.9,0.2
CCCNC(=O)C(Cc1cccc(OC)c1)NC(=O)c1ccc(C(C)(C)C)cc1 (configuration not stated),-13.7,1.6,1.6,0.8,2.4,-4.4,7.2,-1.6,-0.6,-0.4

# Profiles as entered above. Screens in order: ARFGAP1 inh	ASAP1 inh	UHRF1 MBD2 ctr	ADAM17 inh	PLC-beta3 inh	Tn7 DDE FP	PLC-gamma1 inh	DDE Tn6 FP inh	MBD2 inh	proKLK7 act
# CCc1cc(=O)oc2cc(OCC(=O)N3CCC[C@H]3C(=O)O)ccc12 is listed with 12.0	7.5	-1.6	-62.5	-11.4	2.3	-11.2	2.1	-4.3	-1.1
# Cc1ccc(NCN2C(=O)C(=O)c3ccccc32)nc1 is listed with -7.8	-3.0	-4.6	-6.8	1.9	-9.6	-1.3	-4.4	-5.8	-0.4
# Cc1cc(NC(=O)COC(=O)c2ccc(F)c(S(=O)(=O)N3CCOCC3)c2)no1 is listed with 4.9	1.0	1.3	3.2	11.6*	-2.9	7.6	-0.3	-6.9	0.2
# CCCNC(=O)C(Cc1cccc(OC)c1)NC(=O)c1ccc(C(C)(C)C)cc1 (configuration not stated) is listed with -13.7	1.6	1.6	0.8	2.4	-4.4	7.2	-1.6	-0.6	-0.4
# COc1ccc(N(C(C)C(=O)N(C)Cc2ccccc2)S(C)(=O)=O)cc1 (configuration not stated) is listed with 11.4	9.8	1.4	-1.1	-6.2	3.2	-3.1	2.1	-0.2	0.2

# Following part
SMILES,ARFGAP1 inh,ASAP1 inh,UHRF1 MBD2 ctr,ADAM17 inh,PLC-beta3 inh,Tn7 DDE FP,PLC-gamma1 inh,DDE Tn6 FP inh,MBD2 inh,proKLK7 act
Cc1ccc(CSc2nnc(CS(=O)Cc3ccc(Cl)cc3Cl)n2C)cc1 (configuration not stated),2.0,-0.1,1.4,0.1,1.6,-4.7,-1.2,3.7,-3.9,-0.1
Cc1sc2ncnc(N3CCOCC3)c2c1C,9.6,10.3,0.8,-2.9,3.4,-8.5,0.3,-0.5,-5.3,0.1
O=C(NC1CCCC1)C(c1ccncc1)N(CC1CCCO1)C(=O)Cn1nnc(-c2cccs2)n1 (configuration not stated),-0.5,13.1,-0.7,0.0,0.9,-4.0,0.0,7.3,0.5,0.3
C#CC[N+](C)(C)CC#Cc1ccc(C)cc1,-11.3,5.2,0.9,-6.1,-4.8,1.8,0.3,4.6,2.3,0.4
Cc1cc(C)c(C(=O)COC(=O)CNC(=O)c2ccccc2C)c(C)c1,-4.0,-5.7,-1.9,-4.0,-6.0,2.3,4.3,-3.9,-4.1,-0.5
